From PubChem
L3MBTL1 inh: qHTS Assay for the Inhibitors of L3MBTL1; Lethal(3)malignant brain tumor-like protein 1 (Homo sapiens), Q9Y468; 230,000 compounds, 0.66% hits; Potency, µM (titrated, usually from 57.1 µM), for the others: top-dose activity, negative = inhibition, most hits filed as inhibitors; AlphaScreen L3MBTL1–H3K9me1 peptide binding; further: on the % scale 0 is the no-effect control and ±100 the full control effect; nearly all actives have a fitted effect of over 60% in size
Target sequence (Q9Y468 whole entry, looked up): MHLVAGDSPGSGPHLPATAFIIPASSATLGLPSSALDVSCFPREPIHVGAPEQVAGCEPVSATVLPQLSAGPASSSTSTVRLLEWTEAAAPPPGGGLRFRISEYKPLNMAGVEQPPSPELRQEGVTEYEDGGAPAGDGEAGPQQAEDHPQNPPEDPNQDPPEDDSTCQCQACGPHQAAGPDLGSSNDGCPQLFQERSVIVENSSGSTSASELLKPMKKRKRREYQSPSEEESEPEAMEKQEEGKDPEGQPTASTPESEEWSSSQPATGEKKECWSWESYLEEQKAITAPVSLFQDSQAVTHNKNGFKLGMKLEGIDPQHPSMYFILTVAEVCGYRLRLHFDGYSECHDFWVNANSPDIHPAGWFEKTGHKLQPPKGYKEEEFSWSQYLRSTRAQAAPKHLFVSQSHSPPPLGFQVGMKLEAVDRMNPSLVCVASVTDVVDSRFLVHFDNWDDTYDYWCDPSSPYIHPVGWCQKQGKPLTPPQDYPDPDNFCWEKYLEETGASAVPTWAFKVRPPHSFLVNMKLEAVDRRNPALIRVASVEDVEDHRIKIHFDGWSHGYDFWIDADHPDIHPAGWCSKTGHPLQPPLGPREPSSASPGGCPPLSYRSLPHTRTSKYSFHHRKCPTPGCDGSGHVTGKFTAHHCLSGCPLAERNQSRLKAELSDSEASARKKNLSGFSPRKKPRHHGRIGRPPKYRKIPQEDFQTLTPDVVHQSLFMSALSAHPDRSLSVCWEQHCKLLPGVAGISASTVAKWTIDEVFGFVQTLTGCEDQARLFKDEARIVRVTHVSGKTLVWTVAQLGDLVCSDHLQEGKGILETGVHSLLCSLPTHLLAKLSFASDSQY
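AlphaScreen proximity signal between nickel-chelate acceptor and streptavidin donor beads (final 10 ug/mL) reports binding of 50 nM L3MBTL1 to 75 nM biotin-H3 K9me1 peptide; complex incubated with compounds 30 min at room temperature; cefsulodin titration as control.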
TRb SRC2 PPI: qHTS for Inhibitors of the Interaction of Thyroid Hormone Receptor and Steroid Receptor Coregulator 2 | Potency, µM (titrated, usually from 106 µM), for the others: top-dose activity change, negative = inhibition, usual class: inhibitors | TRbeta-SRC2 peptide binding, fluorescence polarization; receptor liganded with 1 µM T3 | 280,000 compounds, 0.065% hits | Thyroid hormone receptor beta (Homo sapiens), P10828;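 further: plate controls were bound peptide for no effect and peptide without receptor for full effect; nearly all actives have a fitted effect of over 50% in size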
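Decrease in fluorescence polarization of 20 nM Texas Red SRC2 coactivator peptide flagged inhibition of its binding to 0.6 uM TRb LBD; 1 uM T3 included, incubation 5 hr, ex 555/em 632 nm.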
Tau fluor cs: Counterscreen qHTS for Inhibitors of Tau Fibril Formation, Fluorescence Polarization. tau K18 P301L Alexa594 fluorescence, heparin fibrillization. Potency, µM (highest dose often 57.7 µM), for the others: at the highest dose activity change, negative = decrease. 280,000 compounds, 0.93% hits; further: on the % scale 0 is the no-effect control and ±100 the full control effect; nearly all actives have a fitted effect of over 55% in size
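Human tau K18 P301L (15 uM unlabeled, 0.24 uM Alexa 594-labeled) in 100 mM sodium acetate pH 7 with 20 uM heparin, 6 hr at 37 C. ThT 30 uM added, 1 hr ambient; Alexa 594 FP and total fluorescence read at 555/632 nm.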
HTT ATP protect: qHTS Multiplex Assay to Identify Dual Action Probes in a Cell Model of Huntington: Cytoprotection (ATP) | PC12 HTT-Q103 induced, cytoprotection, ATP luminescence, 40 h | Potency, µM (series often up to 56.4 µM), for the others: cytoprotection (ATP increase), actives largely listed as activators | 230,000 compounds, 0.14% hits;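 further: % of control where 0% means no effect; nearly all actives have a fitted effect of over 45% in size; toxic huntingtin expression switched on by the ecdysone agonist tebufenozide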
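ATP quantification (ATPlite) reports survival of PC12 cells in which tebufenozide, 100 nM final, switches on Htt exon 1 with 103 glutamines linked to GFP; compounds are titrated.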
TexasRed fluor: Total Fluorescence Counterscreen for Inhibitors of the Interaction of Thyroid Hormone Receptor and Steroid Receptor Coregulator 2; Potency, µM (series often up to 106 µM), without a hit: at the highest dose fluorescence change, negative = quenching; 280,000 compounds, 0.29% hits; AID 1479, 2009; TRb/SRC2 Texas Red total fluorescence interference; active means well fitted curve in either direction with a large enough effect; inconclusive means small, poorly fitted or top-dose-only effect; further: on the % scale 0 is the no-effect control and ±100 the full control effect
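Human TRβ ligand-binding domain (0.6 uM) and Texas Red SRC2 peptide (20 nM) in Tris buffer with 1 uM T3 and 5% DMSO were incubated with pinned compound for 5 hr at ambient temperature. Total fluorescence was computed as S + 2P (555/632 nm).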
Tau ThT inhib: qHTS for Inhibitors of Tau Fibril Formation, Thioflavin T Binding | Microtubule-associated protein tau (Homo sapiens), P10636 | recombinant tau K18 P301L, heparin-induced fibrillization, ThT fluorescence | Potency, µM (doses to about 57.4 µM), for the others: at the highest dose activity, negative = inhibition, hits mostly inhibitors | 270,000 compounds, 2.1% hits; further: on the % scale 0 is the no-effect control and ±100 the full control effect; nearly all actives have a fitted effect of over 55% in size
Target sequence (P10636 561-689 P618L limits assumed): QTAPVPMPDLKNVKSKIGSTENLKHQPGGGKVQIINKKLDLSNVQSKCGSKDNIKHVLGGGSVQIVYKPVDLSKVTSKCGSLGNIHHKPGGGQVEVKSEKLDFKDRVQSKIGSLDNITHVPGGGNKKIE
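Fibril formation assay: tau K18 P301L at 15 uM with trace Alexa 594 label, heparin inducer 20 uM, pH 7 sodium acetate buffer, 37 C for 6 hr; endpoint ThT signal.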
RECQ1 inh: qHTS Assay for Inhibitors of RecQ-Like Dna Helicase 1 (RECQ1); Potency, µM (highest dose often 57.3 µM), for inactives: top-dose activity, negative = inhibition, actives largely listed as inhibitors; 240,000 compounds, 0.54% hits; ATP-dependent DNA helicase Q1 (Homo sapiens), P46063; RECQ1 DNA unwinding, red fluorescence kinetic read;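 further: plate controls were vehicle for no effect and no enzyme for full effect; nearly all actives have a fitted effect of over 30% in size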
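50 nM RECQ1T1 preincubated 15 min with compound in Tris pH 8.0 buffer with MgCl2, DTT, Tween-20 and 2.5 ug/ml poly(dI-dC); started with 200 nM TAMRA/BHQ-2 forked duplex and 2 mM ATP. Unwinding read as fluorescence (525/598 nm), two reads 2 h apart.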
Tau FP inhib: qHTS for Inhibitors of Tau Fibril Formation, Fluorescence Polarization | Microtubule-associated protein tau (Homo sapiens), P10636 | Potency, µM (doses to about 57.7 µM), for the others: at the highest dose activity, negative = inhibition, hits mostly inhibitors | 280,000 compounds, 0.39% hits | K18 P301L tau heparin fibrillization, Alexa594 FP, 6 h; further: on the % scale 0 is the no-effect control and ±100 the full control effect; nearly all actives have a fitted effect of over 55% in size
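FP of Alexa 594-tau after heparin (20 uM) induction. Substrate: human K18 P301L, 15 uM unlabeled, 0.24 uM labeled. Buffer 100 mM sodium acetate pH 7. 6 hr, 37 C.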
Numbers without * were called inactive; i = inactive; u = inconclusive; x = not tested or not shown; [ ] = another dose, or the depositor's remark. Unless noted, the call rests on the fitted dose curve; in most records, active means well fitted curve in the direction sought with a large enough effect; inconclusive means small, poorly fitted or top-dose-only effect, or another doubt; inactive means no such curve, though single readings can be large; an effect the other way counts as inactive or inconclusive. Potency means the concentration at half of the fitted maximal effect. The list is partial, so the mix of outcomes need not match the whole.

Under each structure: L3MBTL1 inh, TRb SRC2 PPI, Tau fluor cs, HTT ATP protect, TexasRed fluor, Tau ThT inhib, RECQ1 inh, Tau FP inhib
- Cc1ccc(-n2ncc3c(NCCCN4CCOCC4)ncnc32)cc1Cl
    x, 2%, -24%, x, -2%, 17%, x, u
- COc1ccc(-c2nnn(CC(=O)N(Cc3ccccc3Cl)C(C(=O)NCC3CCCO3)c3ccco3)n2)cc1 (centres undefined)
    -6%, 5%, 12%, -4%, 3%, 11%, i, 0%
- Cc1ccc(-c2nnc(SCC(=O)NCc3ccccc3)nc2-c2ccc(C)cc2)cc1
    x, -1%, -16%, x, -2%, -6%, x, -3%
- CN(C(=O)Cc1c(C(=O)O)n(C)c2ccccc12)c1ccc(F)cc1
    x, -3%, -19%, -46%[inhibitor][10 µM], -6%, -14%, 2%, -1%
- CCCNc1nc(C)nc2c1cnn2CCc1ccccc1
    x, -4%, -13%, -41%[inhibitor], -8%, -11%, -6%, 7%
- O=C(/C=C/c1ccccc1)c1cccs1
    x, 4%, -16%, 6%[1.9 µM], 0%, u, -25%, 9%
- CC(=O)Nc1ccc(S(=O)(=O)N2CCC(=O)Nc3ccccc32)cc1
    11%, -4%, -3%, 11%, -3%, -6%, -4%, 0%
- CCc1cccc(CC)c1NC(=O)C[n+]1cccc(C(N)=O)c1
    x, 2%, 0%, 2%, 0%, -5%, 3%, 3%
- C/C(=N\Nc1ccc2nncn2n1)c1ccccn1
    25µM*, -3%, 0%, -11%[10 µM], -1%, -4%, -3%, -2%
- CC(C)(C)N1C(=O)c2ccccc2NC(=O)N1Cc1ccc(Br)cc1
    x, -14%, -20%, 6%, -2%, -13%, -14%, -7%
- Cc1ccc(C)c(OCc2nnc(NC(=O)c3ccco3)s2)c1
    -14%, -24%, -13%, -49%[inhibitor], 1%, -11%, 3%, u
- COc1ccc(CN(Cc2cc3cc(C)ccc3[nH]c2=O)C(=O)N(C)C)cc1
    -2%, -3%, -4%, -9%, -5%, -11%, 0%, -8%
- C=CCn1cc(C(=O)c2cc(Br)ccc2O)cc(C#N)c1=O
    x, -3%, -17%, 7%[10 µM], -1%, -14%, i, -1%
- O=C(O)CCC(=O)N1CCC(C(=O)c2cccc(Cl)c2)CC1
    2%, -10%, -1%, -6%, -2%, -3%, -7%, 5%
- CCc1nnc(NS(=O)(=O)c2ccc(NC(=O)OC)cc2)s1
    4%, 3%, -9%, -3%[0.074 µM], 1%, -8%, -5%, -5%
- COc1ccc(-c2noc(CSc3nnc(-c4ccncc4)n3-c3ccc(OC)cc3)n2)cc1
    x, u, -19%, x, 0.25µM*[quencher], u, x, -3%
- O=S(=O)(NCCNS(=O)(=O)c1ccccc1)c1ccccc1
    x, -8%, -1%, -2%, -1%, -6%, -2%, -1%
- CC1CN(Cc2cc(=O)[nH]c(C(C)C)n2)CC(C)O1 (centres undefined)
    14%, -10%, -6%, -4%[10 µM], -2%, -14%, -1%, -2%
- CC1(C)C(=O)OC(C(=O)c2ccccc2)C2(CCCCC2)C1=O (centres undefined)
    10%, 5%, 11%, 14%[10 µM], -1%, 10%, 1%, 1%
- O=C(c1ccc2c(c1)OCO2)N1CCN(c2ccccc2F)CC1
    9%, -4%, -1%, -2%, -3%, -7%, 8%, 2%
- N#CC(=C1CCCC1)c1nc(-c2cc3ccccc3oc2=O)cs1
    1%, 5%, -19%, -14%, 1%, -13%, -4%, 1%
- CCCCn1c(SCC(=O)NCCCOC)nc2c(sc3ccccc32)c1=O
    x, 6%, -2%, x, 1%, 13%, x, -5%
- O=C(CSc1nn(-c2ccc(F)cc2)c(=S)s1)NC1CCS(=O)(=O)C1 (centres undefined)
    1%, 7%, -3%, -69%[inhibitor], 2%, -1%, 21%, 2%
- CCn1c(SCc2c(F)cccc2Cl)nnc1-c1ccco1
    1%, -1%, -2%, 2%, 0%, 0%, -7%, 0%
- COc1ccc(CCNC(=O)c2cn(C)c3ccc(S(=O)(=O)N4CCOCC4)cc3c2=O)cc1OC
    x, -2%, -10%, x, 0%, 1%, x, -9%
- C=C(C)CSc1nc2sc3c(c2c(=O)n1-c1ccccc1)CCC(C)C3 (centres undefined)
    x, 7%, -3%, x, -2%, u, x, -1%
- CCOc1ccc2c(c1)OC(c1ccccc1)(C(F)(F)F)NC2=O (centres undefined)
    3%, -2%, -1%, x, 4%, 4%, -4%, -3%
- Cc1ccc(CC(CC(=O)O)C(=O)NC2CCCCC2)cc1 (centres undefined)
    3%, -4%, 0%, 10%, -3%, 1%, -1%, 3%
- CCOC(=O)c1ccc(Oc2nc(SC)nc(N(C)C)n2)cc1
    x, -2%, -15%, 9%, -3%, u, i, -6%
- COc1cc(Cl)cc(C(=O)O)c1OCC(=O)O
    -2%, -21%, -9%, 14%[10 µM], -2%, -10%, -2%, 3%

Brought forward from above: 3 compounds, then new ones.
Under each structure: L3MBTL1 inh, TRb SRC2 PPI, Tau fluor cs, HTT ATP protect, TexasRed fluor, Tau ThT inhib, RECQ1 inh, Tau FP inhib
- Cc1ccc(CC(CC(=O)O)C(=O)NC2CCCCC2)cc1 (centres undefined)
    3%, -4%, 0%, 10%, -3%, 1%, -1%, 3%
- CCOC(=O)c1ccc(Oc2nc(SC)nc(N(C)C)n2)cc1
    x, -2%, -15%, 9%, -3%, u, i, -6%
- COc1cc(Cl)cc(C(=O)O)c1OCC(=O)O
    -2%, -21%, -9%, 14%[10 µM], -2%, -10%, -2%, 3%
- FC(F)(F)c1ccccc1Nc1nccs1
    -1%, 0%, 4%, -18%, -3%, 1%, -3%, -6%
- C/C(=N\N=C(/N)SC1CC(=O)N(c2cccc(Cl)c2)C1=O)c1cccs1 (centres undefined)
    -5%, 12%, u, -15%, 1%, 2%, -4%, u
- Cc1ccc2[nH]c(O)c(N=NC(=O)C3CC3c3ccccc3)c2c1Br (centres undefined)
    7%, -8%, u, 16%[10 µM], -3%, -18%, -1%, -9%
- CCn1c(/C(C#N)=N/O)nc2ccccc21
    u, 3%, 4%, x, 3%, 6%, -1%, 7%
- Cc1csc(N2CCCC2=O)n1
    u, 1%, 1%, -12%, -4%, 0%, 0%, 7%
- COc1ccc(C2=NO[C@@H]3C(=O)N(c4c(C)cccc4C)C(=O)[C@H]23)cc1OC
    2%, 5%, -8%, -2%, -4%, 0%, -8%, -7%
- CC(=O)Nc1ccc(NS(=O)(=O)c2ccc(C)cc2)cc1[N+](=O)[O-]
    -10%, -9%, -4%, -11%[10 µM], -7%, -3%, 4%, 2%
- CC(SCC(=O)NC(C)C1CC2CCC1C2)C(=O)O (centres undefined)
    8%, 10%[53 µM], 9%, 0.89µM*, -2%[53 µM], 7%, i, 0%
- C/C=C(\C)C(=O)N1CC2(CC(c3cccc(NC(=O)CC(c4ccccc4)c4ccccc4)c3)=NO2)C[C@H]1C(N)=O (some centres undefined)
    x, 9%, -10%, 4%[10 µM], -1%, 0%, i, 5%
- Cc1cc(C)cc(N(C(=O)c2ccccn2)C(C(=O)NC2CCCCC2)c2cccs2)c1 (centres undefined)
    -3%, -1%, -3%, -11%, -4%, -12%, -19%, 2%
- Cc1cc(N/N=C/c2ccccc2)nc(N2CCOCC2)n1
    -3%, 4%, -17%, 34%[10 µM], -1%, -18%, -1%, 11%
- COc1ccccc1N(C1=NCCCS1)S(=O)(=O)c1ccc(C(C)(C)C)cc1
    -6%, -4%, -3%, -2%[10 µM], 0%, -5%, -7%, 3%
- Cc1cc(Nc2ccccc2O)c2ccccc2n1
    39%[activator], -5%, 3%[2.34 µM], -38%[10 µM], -11%, 4%, -11%, -10%[2.34 µM]
- Cc1ccc(NC(=O)c2cc3c(Cl)nc4ccc(C)cc4c3s2)c(Cl)c1
    x, 1%, -8%, x, -1%, -8%, x, -19%
- COCc1cc(N2CCOCC2)nc(-c2ccccc2)n1
    11%, 2%, 0%, -51%[inhibitor], -1%, 0%, -13%, -9%
- CCOC(=O)c1c(C)[nH]c(C)c1C(=O)COC(=O)CCOc1ccccc1OC
    -6%, 2%, -14%, -19%[10 µM], 0%, -9%, -5%, 4%
- CC1C2CCC3C4CC=C5CC(N(C)C)CC[C@@]5(C)C4CC[C@@]32CN1C (some centres undefined)
    x, -2%, -5%, u, 0%, -7%, -3%, -6%
- CCc1ccc(-n2c(=O)c3c4c(sc3n(CC(=O)c3ccc(Br)cc3)c2=O)CCC4)cc1
    x, -2%, -29%, x, u, u, x, -13%
- Cc1cccc(C)c1Nc1nnc(SCC(=O)c2ccc3c(c2)NC(=O)CO3)s1
    -5%, -2%, -29%, 8%[10 µM], 0%, u, -7%, u
- CCOC(=O)N1CCC(N(CCN(C)C)C(=S)Nc2cc(Cl)ccc2C)CC1
    -13%, 10%, 1%, x, -1%, -2%, -7%, -6%
- COc1cc(NC(=O)Cn2c(=O)n(C(C)C)c(=O)c3oc4ccccc4c32)cc(OC)c1
    x, 2%, -28%, x, 1%, 7%, x, u
- O=C(c1ccco1)N(Cc1ccc([N+](=O)[O-])cc1)c1ccc(Cl)cc1
    -12%, -1%, -18%, -4%, 4%, -14%, i, 7%
- COC(CNC(=O)c1ccc2nc(-c3cccs3)c(-c3cccs3)nc2c1)OC
    -10%, 2%, -15%, -3%[10 µM], -2%, -7%, -1%, -4%
- O=c1[nH]c2ccccc2n1CCCN1CCCCC1
    4%, -3%, -5%, 3%[10 µM], -1%, -1%, -4%, 4%
